Source: PubChem BioAssay
PTAP-TSG101 blk – TSG101-PTAP interaction inhibition, HIV-1 budding. Q99816. 44,000 tested, under 10 active. Fluorescence polarization, FITC-PTAP peptide/Tsg101, 20 min. Potency, µM (top dose mostly 115 µM), for inactives: at the highest dose activity change, negative = inhibition, actives largely listed as inhibitors; note: potency is the fitted concentration of half-maximal effect; 0% is about no effect
Target sequence (Q99816 whole entry, looked up): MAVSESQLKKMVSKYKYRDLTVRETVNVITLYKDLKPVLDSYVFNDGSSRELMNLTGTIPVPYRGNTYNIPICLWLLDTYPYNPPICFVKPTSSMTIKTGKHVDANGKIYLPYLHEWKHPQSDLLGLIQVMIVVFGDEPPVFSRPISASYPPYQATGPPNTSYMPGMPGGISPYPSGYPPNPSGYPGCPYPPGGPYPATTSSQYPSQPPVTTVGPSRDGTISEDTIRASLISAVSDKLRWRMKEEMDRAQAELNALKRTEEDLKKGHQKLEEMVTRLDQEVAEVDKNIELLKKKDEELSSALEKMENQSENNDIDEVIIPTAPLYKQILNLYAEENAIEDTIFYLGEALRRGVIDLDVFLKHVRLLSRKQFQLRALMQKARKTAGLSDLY
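FITC-labeled PTAP peptide (50 nM final) binding to Tsg101 binding domain (10 uM final) read by fluorescence polarization after 20 min at r.t. in HEPES pH 7.5 buffer. Actives by CRC class, <25 µM.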
p53null 32C kill – p53 null cell cytotoxicity, permissive temperature; AID 903; 55,000 tested, 0.62% active; Potency, µM (series often up to 46.1 µM), inactives show top-dose activity change, negative = cytotoxicity, actives largely listed as cytotoxic; H1299-neo p53 null cells, ATP luminescence, 24 h, 32C;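 note: potency is the fitted concentration of half-maximal effect; 0% = DMSO only and -100% = full killing by 100 µM tamoxifen; nearly all actives have a fitted effect of over 55% in size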
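H1299-neo (p53 null) cells, 600/well, treated 24 h at 32C with compound up to 46 uM; ATPlite luminescence viability, normalized to DMSO and 100 uM tamoxifen; AC50 by Hill fit.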
p53null 39C tox – selectivity test: cytotoxicity in p53 null cells, nonpermissive temperature; H1299 p53-null (neo) cells, 39C, ATPlite viability, 24 h; Potency, µM (doses to about 46.1 µM), for inactives: at the highest dose activity, negative = cell killing, usual class: cytotoxic; 55,000 tested, 0.97% active; AID 904;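 note: potency is the fitted concentration of half-maximal effect; 0% = DMSO only and -100% = full killing by 100 µM tamoxifen; nearly all actives have a fitted effect of over 50% in size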
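H1299 lung cancer cells, p53-null (H1299-neo) or expressing p53 A138V (H1299-p53A138V), were plated overnight at 37C, then exposed to compounds at up to 46 uM for 24 hr at 39C. Viability was read by ATP-based luminescence.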
FH mod – Identification of activators of human fumarate hydratase by quantitative high-throughput screening | Potency, µM (doses to about 79.9 µM), for the others: at the top dose activity change, negative = inhibition, most hits filed as inhibitors | AID 1347055, 2019 | 54,000 tested, 0.22% active | FH coupled MDH/diaphorase resazurin fluorescence, 15 min | Fumarate hydratase, mitochondrial (Homo sapiens), P07954; note: potency is the fitted concentration of half-maximal effect; % is set by controls: 0 for no effect and ±100 for the full control effect; the screen sought activators but most active calls are inhibition curves; nearly all actives have a fitted effect of over 45% in size
GALK inhibitor – inhibits human galactokinase; Potency, µM (doses to about 57.5 µM), inactives show top-dose activity, negative = inhibition, usual class: inhibitors; 44,000 tested, under 10 active; recombinant GALK, Kinase-Glo ATP luminescence, 1 h; P51570;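 note: plate controls were full GALK reaction for no effect and reaction lacking GALK for full effect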
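Compounds were pinned into ATP buffer, then GALK-galactose mix was added (final 5 nM enzyme, 35 uM ATP, 100 uM galactose, pH 8.0). After 1 h at room temperature, Kinase-Glo Plus was added and luminescence read.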
NTMT1 inhibitor – inhibitors of human N-terminal methyltransferase NTMT1 | Potency, µM (highest dose often 114 µM), without a hit: at the highest dose activity change, negative = inhibition, hits mostly inhibitors | NTMT1 MTase-Glo SAH luminescence, purified enzyme | 59,000 tested, 2.5% active;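 note: potency is the fitted concentration of half-maximal effect; plate controls were DMSO vehicle for no effect and no enzyme for full effect; nearly all actives have a fitted effect of over 65% in size; many of its hits are not listed in these tables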
Target sequence (Q9BV86 whole entry, looked up): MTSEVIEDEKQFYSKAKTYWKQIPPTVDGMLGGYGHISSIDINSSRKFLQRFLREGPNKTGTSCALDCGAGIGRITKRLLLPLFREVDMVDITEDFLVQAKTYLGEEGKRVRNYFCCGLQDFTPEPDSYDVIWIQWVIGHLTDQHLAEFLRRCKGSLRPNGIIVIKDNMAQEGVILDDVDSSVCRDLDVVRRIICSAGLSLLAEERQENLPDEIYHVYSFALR
B2AR arrestin ag – agonists recruiting beta-arrestin to human beta2-adrenergic receptor; HTLA Tango cells, beta-arrestin recruitment, luciferase luminescence, 18 h; Potency, µM (titrated, usually from 46.1 µM), for inactives: at the highest dose activation, usual class: activators; 44,000 tested, under 10 active;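 note: potency is the fitted concentration of half-maximal effect; 0% = DMSO and full agonism = EC100 isoproterenol or metaproterenol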
Target sequence (P07550 whole entry, looked up): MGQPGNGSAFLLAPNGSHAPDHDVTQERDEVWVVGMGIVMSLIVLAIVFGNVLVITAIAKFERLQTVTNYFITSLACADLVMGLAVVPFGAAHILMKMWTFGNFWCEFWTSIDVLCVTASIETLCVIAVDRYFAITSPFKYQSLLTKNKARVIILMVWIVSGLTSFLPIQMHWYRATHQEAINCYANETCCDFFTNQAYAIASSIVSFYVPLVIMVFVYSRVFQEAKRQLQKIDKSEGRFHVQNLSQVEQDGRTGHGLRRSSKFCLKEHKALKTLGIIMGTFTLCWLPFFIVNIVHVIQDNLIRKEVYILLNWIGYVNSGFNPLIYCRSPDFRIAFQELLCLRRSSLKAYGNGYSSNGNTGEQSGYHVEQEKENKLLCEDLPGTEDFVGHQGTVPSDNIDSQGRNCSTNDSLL
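Tango cells expressing recombinant beta2-AR and beta-arrestin were treated with compounds (up to 46 microM titration) in DMEM with 1% FBS for 18 hr at 37 degrees C. Beta-arrestin recruitment drove tTA-dependent luciferase, read by luminescence; curves were fitted and classed.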
* hit, by the source's call; ? = inconclusive; . = no result given; [ ] = another dose, or the depositor's remark. Calls come from the whole dose curve; as a rule, active = well fitted curve in the direction sought with a large enough effect; inconclusive = small, poorly fitted or top-dose-only effect, or another doubt; inactive = no such curve, though single readings can be large; an effect the other way counts as inactive or inconclusive. An excerpt. The share of hits here may be higher or lower than overall.

entry | molecule | PTAP-TSG101 blk | p53null 32C kill | p53null 39C tox | FH mod | GALK inhibitor | NTMT1 inhibitor | B2AR arrestin ag
1 | COCCNC(=O)c1c(-c2ccccc2)c(-c2ccccc2)nn(C)c1=O | 5% | -5% | -25% | -10% | 3% | -4% | -1%
2 | Fc1ccc(Nc2ncnc3c2nc2n3CCCC2)cc1 | 3% | -13% | -11% | -9% | 2% | -1% | 1%
3 | CCCN(CCC)C(=O)c1cn(CC)c2ccc(S(=O)(=O)N3CCCCC3)cc2c1=O | 4% | -1% | -12% | -35% | 4% | -1% | -2%
4 | CCOc1ccc(S(=O)(=O)c2cn(Cc3ccc(OC)cc3)c3ccc(F)cc3c2=O)cc1 | 0% | 0% | 3% | -6% | -1% | -1% | -1%
5 | O=[N+]([O-])c1ccc(S(=O)(=O)NCc2nc3cccnc3n2Cc2ccccc2Cl)cc1 | -6% | -1% | 0% | 12% | 4% | 13% | 0%
6 | O=C(NC1CC(=O)N(c2ccccc2)C1)c1ccc(Br)o1 (configuration not stated) | -9% | -2% | -9% | 9% | 3% | -5% | -4%
7 | Cc1ccccc1CNC(=O)c1ccccc1NC(=O)c1nsc2ccccc12 | 3% | -6% | ? | -2% | 0% | -4% | 2%
8 | Cc1ccc(NC(=O)CSc2ccc(-c3cccs3)nn2)cc1Cl | 6% | -11% | -16% | 0% | 0% | 11% | -1%
9 | COc1ccccc1NC(=O)C1=C(C)Nc2nc3ccccc3n2C1c1cccc(Br)c1 (configuration not stated) | -1% | 67%[activator] | 35%[activator] | -23% | -5% | 2% | 1%
10 | Cc1cccc(NC(=O)c2ccc(-c3nc(CSc4ccccc4)c(C)o3)cc2)c1C | -1% | 10% | 21% | -8% | 1% | 1% | 0%
11 | Cc1ccc(CCNC(=O)c2cc(-c3ccccc3)n[nH]2)cc1 | -1% | -10% | 7% | 1% | -3% | -2% | 0%
12 | Cc1cccc(C(C)C)c1NC(=O)c1ccc2c(c1)CCN2S(C)(=O)=O | -1% | -6% | -12% | -4% | 2% | 3% | -2%
13 | COc1ccc(Cl)cc1NC(=O)CSc1cn(CC(=O)N2CCCCC2)c2ccccc12 | 9% | -1% | -3% | ? | 0% | -20% | -1%
14 | CC(=O)c1cccc(NC(=O)c2cnn(-c3cccc(C)c3)c2-n2cccc2)c1 | 3% | -9% | ? | -10% | -1% | 4% | 0%
15 | CCc1ccc(CNC(=O)C2CCN(c3nn4cc(-c5ccc(F)cc5)nc4s3)CC2)cc1 | 0% | 0% | -6% | 5% | 0% | -5% | 0%
16 | CC(=O)Nc1ccc(S(=O)(=O)NCC2CCC(C(=O)NCCCOC(C)C)CC2)cc1 (configuration not stated) | 0% | -3% | 5% | -3% | 0% | 1% | 2%
17 | CCOC(=O)c1ccc(NC(=O)CC2C(=O)OCCN2CC)cc1 (configuration not stated) | -4% | . | . | -2% | 5% | 8% | 0%
18 | COC(=O)c1cc(Cl)c(NC(=O)/C=C/c2ccc(Cl)cc2Cl)cc1OC | -1% | 5% | -15% | -8% | 0% | -20% | 1%
19 | COc1ccc(NC(=O)c2oc3ccc(S(=O)(=O)N4CCOCC4)cc3c2C)c(OC)c1 | -5% | -5% | 18% | -13% | -1% | ? | 2%
20 | CC(=O)c1cccc(N2C(=O)CN(S(C)(=O)=O)CC2(C)C(=O)NC2CCCC2)c1 (configuration not stated) | 1% | -4% | -5% | -9% | 2% | 8% | 0%
21 | Cc1cccc(Nc2nc(-c3ccccc3)nc3ccccc23)c1 | 1% | -12% | -6% | ? | 0% | -10% | 0%
22 | CN(C)c1ccc(-c2nc3ccccn3c2Nc2ccc3c(c2)OCCO3)cc1 | 0% | ? | ? | -37% | 3% | ? | 1%
23 | COc1cccc(-c2nn(C)c3sc(C(=O)NCCc4ccc(Cl)cc4)cc23)c1 | -9% | 39%[activator] | 30% | -9% | 0% | 5% | 1%
24 | CCOC(=O)c1c(C)sc(-c2c(-c3cc(C)ccc3C)[nH]c3c2c(=O)n(C)c(=O)n3C)c1O | 26% | 1% | -2% | -5% | 3% | -8% | ?
25 | CCCCCSc1nc2sc3c(c2c(=O)n1-c1ccccc1)CCN(C(C)=O)C3 | 0% | ? | -85% | -27% | 0% | -26% | 0%
26 | COc1ccc(CN2C(=O)N(c3ccc(F)cc3)C(=O)C2CC(=O)Nc2cc(OC)cc(OC)c2)cc1 (configuration not stated) | 1% | 3% | 13% | . | 0% | . | -1%
27 | CSc1cccc(Nc2cc(C(=O)NCCCN(C)c3ccccc3)c3ccccc3n2)c1 | -5% | -10% | 17% | ? | 0% | -8% | -1%
28 | Cc1ccc2ncc(C(=O)c3ccc(C)c(C)c3)c(S(=O)(=O)c3ccccc3)c2c1 | 1% | 29% | 23% | -36% | 5% | 7% | 0%
29 | CCOC(=O)c1cc(-c2ccc(F)cc2)n(CCC(=O)Nc2nc3cc(C)c(C)cc3s2)c1C | 0% | -3% | 6% | -6% | 2% | 15% | 1%
30 | COc1ccc(N2CCN(C(=O)c3ccc4c(=O)n(CCc5ccc(OC)c(OC)c5)c(=O)[nH]c4c3)CC2)cc1 | -2% | 0% | 11% | -17% | 0% | 5% | -2%
31 | Cc1ccc(Nc2c(-c3ccc(C)o3)nc3cccc(C)n23)cc1 | 0% | 39%[activator] | 5% | ? | 3% | 7.9µM* | -1%
32 | COc1ccc(CN(Cc2ccco2)C(=O)COc2ccc(Cl)cc2C)cc1 | -3% | 18% | -15% | -16% | 6% | -4% | -1%
33 | CCOc1ccc(NC(=O)c2c(NCc3ccc(C)o3)sc3c2CCC(C)C3)cc1 (configuration not stated) | -2% | -22% | 22% | ? | 1% | ? | -2%
34 | COC(=O)c1ccc(Cl)cc1NC(=O)NC(C)c1c(-n2cccc2)sc(C)c1C (configuration not stated) | 0% | 3% | 7% | -20% | -5% | 20% | 0%
35 | CCOc1ccc(CNC(=O)Cn2ncc3c(=O)oc4ccc(C)cc4c32)cc1 | -2% | -3% | 3% | 6% | 0% | ? | 0%
36 | Cc1ccccc1C(=O)NCCc1csc(-c2ccc(C(F)(F)F)cc2)n1 | -2% | -1% | 26% | -10% | -6% | ? | 1%
37 | Cc1ccc(S(=O)(=O)NCCc2nnc3ccc(SCc4cccc(F)c4)nn23)cc1 | 4% | 2% | -29% | -30% | 4% | 1% | 2%
38 | CCCc1nnc(NC(=O)c2nc(SCC)ncc2Cl)s1 | 1% | -2% | 7% | -6% | 1% | 6% | 0%
39 | Cc1ccc(-c2nc3ccccn3c2Nc2ccc3c(c2)OCO3)cc1 | 0% | 16% | 31%[activator] | ? | 2% | ? | -2%
40 | COCCCNC(=O)c1ccc(NC(=O)c2nsc3ccccc23)cc1 | -2% | -25% | ? | 5% | -1% | -17% | 0%
41 | CCc1nc2nc(C)cc(Nc3cc(Cl)ccc3C)n2n1 | 2% | -4% | -25% | -1% | -5% | 8% | 1%
42 | CC(=O)c1cccc(NC(=O)c2nc(-c3ccccc3)n(-c3cccc(C)c3)n2)c1 | 4% | ? | ? | -23% | 2% | ? | -1%
43 | COc1cccc(-n2nnc3c(sc4nc(C)cc(C)c43)c2=O)c1 | 0% | 4% | 2% | -9% | 0% | -3% | 1%
44 | COc1ccc(CNC(=O)c2cccc(NC(=O)N3CCSc4ncccc43)c2)cc1 | -2% | -8% | 8% | -1% | 1% | 9% | 0%
45 | COc1ccc(NC(=O)c2ccc3c(=O)n4nc(Nc5ccccc5C)sc4nc3c2)cc1 | -2% | -9% | 16% | -3% | 1% | 2% | -1%
46 | COc1ccc(N2Cc3cccc(C(=O)Nc4ccc(C(C)C)cc4)c3C2=O)cc1 | 1% | ? | 4µM* | 6% | -2% | ? | 1%
47 | CCOC(=O)CCCN1C(=O)CCn2nc(-c3cn(C)c4ccccc34)cc21 | 1% | 0% | 10% | -10% | 0% | -16% | -3%
48 | Cc1ccc(C2c3[nH]c4ccccc4c3CCN2C(=O)c2ccc(N(C)C)cc2)cc1 (configuration not stated) | -4% | 33%[activator] | 30%[activator] | ? | -2% | -1% | -1%
49 | Cc1cn2c(=O)cc(COC(=O)c3ccc(NC(=O)COc4ccccc4F)cc3)nc2s1 | -1% | 0% | 0% | -16% | -4% | 3% | 0%
50 | CC(C)(C)OC(=O)N1CCC(c2c(C(=O)NCc3cccs3)cnn2-c2cccc(F)c2)CC1 | -11% | 0% | 58%[activator] | ? | 0% | 8% | ?
51 | COc1ccc(CCC(=O)NC2CC(=O)N(c3ccccc3)C2)cc1 (configuration not stated) | 2% | -4% | 4% | -18% | 0% | 2% | -3%
52 | CCc1ccccc1NC(=O)Cn1cc(C(=O)c2ccc(Cl)cc2)c(=O)c2ccc(C)nc21 | 1% | 7% | -1% | -2% | 3% | -4% | 0%
53 | CCOc1ccc2oc(=O)cc(CN3CCN(C(=O)c4ccc(F)cc4)CC3)c2c1 | 3% | -7% | -24% | -3% | 0% | -16% | -1%
54 | CC(=O)c1ccc(NS(=O)(=O)c2ccc3[nH]c4c(c3c2)CCCC4)cc1 | -6% | -3% | -23% | ? | -5% | -9% | 1%
55 | CCC(CC)C(=O)Nc1nc2c(s1)CC(C)CC2 (configuration not stated) | -1% | 9% | -15% | -23% | -8% | ? | -4%
56 | CCCS(=O)(=O)N1CCC(n2c(C(F)(F)F)nc3cccnc32)CC1 | -1% | -10% | -3% | . | -2% | . | 0%

(continued)
entry | molecule | PTAP-TSG101 blk | p53null 32C kill | p53null 39C tox | FH mod | GALK inhibitor | NTMT1 inhibitor | B2AR arrestin ag
57 | O=C(CCc1cn(Cc2ccccc2Cl)c2ccccc12)NC1CCCCC1 | -1% | 4% | ? | -7% | 4% | 11% | 0%
58 | COc1ccc(-c2noc(-c3ccc(N4CCCC4)c([N+](=O)[O-])c3)n2)cc1OC | 1% | 9% | -5% | -1% | 3% | -1% | -2%
59 | CCOc1ccc(OC(=O)c2sc3ncn(Cc4cccc(F)c4)c(=O)c3c2C)cc1 | 1% | 2% | 4% | -14% | 1% | 12% | 1%
60 | Cc1cc(C)c(NC(=O)Cn2c(=O)n(Cc3ccccc3)c(=O)c3c(C)c(C(=O)N(C)C)sc32)c(C)c1 | 3% | -2% | 2% | -27% | 3% | 10% | -3%
61 | CCCCn1nc(NC(=O)c2cccc(Cl)c2)c2cc3cccc(C)c3nc21 | 2% | -2% | ? | -3% | 4% | -27% | 0%
62 | COc1cc(C(=O)NCC(c2ccco2)S(=O)(=O)c2ccccc2)cc(OC)c1OC (configuration not stated) | -2% | -2% | 13% | -2% | 2% | 9% | -1%
63 | Cc1ccc(C(=O)Nc2ccccc2C(=O)O)cc1S(=O)(=O)N1CCCCCC1 | 1% | 5µM* | 10µM* | ? | 5% | -8% | 0%
